# sdo1 growth: growth rescue of sdo1-depleted yeast, primary screen, S. cerevisiae, bone marrow failure model; S. cerevisiae sdo1-depleted JHY4D growth rescue, OD600 30 h; active compounds read high; pdr5 snq2 efflux-pump mutant strain; z-score at 10 µM; 140,000 compounds, 0.21% hits; AID 817, 2007;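 active means z-score above 3 at both the 24 hr and the 30 hr optical density reads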;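 further: z-score against mean and SD of all compound wells on the same plate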
# Insulin prom inh: inhibitors of insulin promoter-driven GFP, primary screen, imaging, TRM-6 cells (human fetal islet line), eGFP reporter, cell count; 130,000 compounds, 0.9% hits; inhibition, % at 2 µM; AID 1273, 2008; reporter expression induced with tamoxifen;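 active means inhibition above the mean plus 3 SD, with well images judged a real hit on visual review, cut at about 60% in these data, passing the limit was not always enough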
# sdo1 growth Rescue 24 h: also measured in sdo1 growth; calls as there; z-score; S. cerevisiae sdo1-depleted JHY4D growth rescue, OD600; measured here: growth rescue at 24 h;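 0 is the plate mean of compound wells and units are plate SD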
# Numbers without * were called inactive; i = inactive; nt = no result given.
Insulin prom inh	sdo1 growth Rescue 24 h	sdo1 growth	mol
-27	-0.59	-0.76	COc1ccc(C(=O)N/C(=C\c2cccc3ccccc23)C(=O)NCCc2c[nH]c3ccccc23)cc1OC
-7	-1.5	-1.5	CC(=N\Nc1ccc(Cl)cc1)/C(=N/O)C(=O)Nc1ccccc1
-12	-1.4	-2.1	C1=C(C(c2nnnn2C2CCCCC2)N2CCCCC2)COc2ccccc21 (stereo not given)
-58	nt	nt	C(=N\NC1=Nc2cccc3cccc1c23)/c1ccccn1
22	-0.11	0.32	Cn1cc(C(=O)NCc2ccc(F)cc2)c(=O)c2cc(S(=O)(=O)N3CCCCC3)ccc21
nt	-0.72	-0.21	C=CCSc1nc2sc3c(c2c(=O)n1CC=C)CCc1ccccc1-3
42	0.34	0.15	Cc1ccccc1-n1ncc2c(SCC(=O)NCc3cccs3)ncnc21
27	0.43	0.93	CCc1ccc(C(=O)CSc2nnc(C)c(=O)[nH]2)cc1
-48	-0.57	-0.12	Cc1cc2oc(C(=O)N(Cc3ccccc3)C3CCS(=O)(=O)C3)cc(=O)c2cc1Cl (stereo not given)
15	nt	nt	Cc1nn(C)cc1CNCc1ccc(OCC(O)CN(C)Cc2ccccc2)cc1 (stereo not given)
29	nt	nt	Cc1cc(C)cc(NC(=S)NN)c1
nt	-0.69	-1	Cc1ccc(S(=O)(=O)N2CCN(Cc3cc(C(C)C)ccc3O)CC2)cc1
-4	-0.83	-1.8	FC(F)(F)c1ccc(/C=N/N2CCN(Cc3cccc4ccccc34)CC2)cc1
-141	0.65	0.68	O=C(COc1ccc(S(=O)(=O)NC2CCCCC2)cc1Cl)NCc1cccnc1
-19	-0.35	-0.39	CCCCn1c(SC(C)C(=O)c2ccc(OC)cc2)nc2cc(S(N)(=O)=O)ccc21 (stereo not given)
25	-0.48	-0.54	N#Cc1c(OCC(=O)c2ccccc2)nc2c(c1-c1ccco1)CCc1ccccc1-2
nt	-0.86	-0.93	C=C(C)CNC(=S)N/N=C(\C)c1ccc(OC)cc1
17	1.7	1.6	Cc1ccccc1NC(=O)c1sc(Cl)nc1C
nt	0.56	0.7	CCOC(=O)N1CCC(NC(=O)C2CCCN(S(=O)(=O)c3cccnc3)C2)CC1 (stereo not given)
-243	-0.53	0.07	CCOC(=O)c1ccc(S(=O)(=O)Nc2cc(C(C)(C)C)no2)cc1
-14	nt	nt	CNC(=O)CSc1nc(-c2ccccc2)c(-c2ccccc2)o1
25	nt	nt	COc1ccc(OC)c(NC(=O)CC(NC(C)=O)c2ccccc2)c1 (stereo not given)
13	-0.95	-1.2	O=[N+]([O-])c1cc(-c2cnc3ccccc3n2)ccc1Oc1ccc(F)cc1
12	nt	nt	CCSCc1nnc(SCC(=O)Nc2nc(C)cs2)n1C
-20	0.52	0.72	O=C(CSc1cn(CCNC(=O)c2cccs2)c2ccccc12)NCC1CCCO1 (stereo not given)
nt	0.34	0.72	Cc1nc(S(=O)(=O)c2cccc(Cl)c2)nc2c1CCC2
nt	0.72	0.46	COc1cc(C(=O)OCCN2CCOCC2)ccc1O
31	nt	nt	NC(=S)NNc1ccnc2cc(Cl)ccc12
47	nt	nt	COc1ccc(N=C2NC(=O)C(CC(=O)NCCc3ccc(OC)c(OC)c3)S2)cc1 (stereo not given)
-246	0.23	0.42	O=C(Cn1c(=S)nc2ccccn21)N1CCc2ccccc2C1
-54	0.63	0.84	CCCc1cc(=O)n2[nH]c(C)cc2n1
nt	0.13	0.59	Cc1ccc(CCNC(=O)C2CCCN(S(=O)(=O)c3c(C)noc3C)C2)cc1 (stereo not given)
nt	-0.32	-0.12	COc1cccc2cc(C(=O)OC3CCN(C)CC3)c(=O)oc12
-93	nt	nt	COCCNC(=O)Cn1cc(C(=O)c2ccco2)c2ccccc21
-36	nt	nt	O=C(NC1CCCCC1)c1ccc(S(=O)(=O)c2ccccc2)cc1
4	2.3	1.8	CCn1c(=O)cc(OCC(=O)N2CCCCCC2)c2ccccc21
nt	0.95	0.89	NC(=O)c1ccc(-n2nnnc2SCc2ccc(F)cc2)cc1
2	-0.51	-1.1	COc1ccc(/C=C\C(=O)NCc2ccc3c(c2)cc(C)n3C)cc1OC
15	-1.1	-1.7	CCn1c(-c2ccc(C(C)(C)C)cc2)n[nH]c1=S
7	3.2	1.6	COC(=O)c1ccc(C)c(NC(=O)c2ccc(Cn3cc([N+](=O)[O-])cn3)o2)c1

# 4 records drawn at random from those above:
Insulin prom inh	sdo1 growth Rescue 24 h	sdo1 growth	mol
nt	0.34	0.72	Cc1nc(S(=O)(=O)c2cccc(Cl)c2)nc2c1CCC2
2	-0.51	-1.1	COc1ccc(/C=C\C(=O)NCc2ccc3c(c2)cc(C)n3C)cc1OC
13	-0.95	-1.2	O=[N+]([O-])c1cc(-c2cnc3ccccc3n2)ccc1Oc1ccc(F)cc1
nt	0.95	0.89	NC(=O)c1ccc(-n2nnnc2SCc2ccc(F)cc2)cc1

# The main list resumes, starting 7 compounds before the break.
Insulin prom inh	sdo1 growth Rescue 24 h	sdo1 growth	mol
-93	nt	nt	COCCNC(=O)Cn1cc(C(=O)c2ccco2)c2ccccc21
-36	nt	nt	O=C(NC1CCCCC1)c1ccc(S(=O)(=O)c2ccccc2)cc1
4	2.3	1.8	CCn1c(=O)cc(OCC(=O)N2CCCCCC2)c2ccccc21
nt	0.95	0.89	NC(=O)c1ccc(-n2nnnc2SCc2ccc(F)cc2)cc1
2	-0.51	-1.1	COc1ccc(/C=C\C(=O)NCc2ccc3c(c2)cc(C)n3C)cc1OC
15	-1.1	-1.7	CCn1c(-c2ccc(C(C)(C)C)cc2)n[nH]c1=S
7	3.2	1.6	COC(=O)c1ccc(C)c(NC(=O)c2ccc(Cn3cc([N+](=O)[O-])cn3)o2)c1
-223	-0.08	-1.2	O=C(CCCc1ccccc1)N1CCN(c2ccc([N+](=O)[O-])cc2)CC1
15	-1.1	-1.5	CC1CCCCN1C(=O)c1cc2nc(-c3ccccc3)cc(-c3ccccc3)n2n1 (stereo not given)
31	nt	nt	CN(C)C=NC(=O)c1cccn1-c1ncc(C(F)(F)F)cc1Cl
-5	nt	nt	CCOC(=O)c1c(NC(=O)C2C3C=CC(C3)C2C(=O)O)sc2c1CCCC2 (stereo not given)
-39	-0.69	-0.01	CCOC(=O)Cc1csc(NC(=O)C(C)(C)C)n1
51	2.2	1.6	Cc1ccc(/C=C2\SC(=S)N(CCCC(=O)Nc3ccccn3)C2=O)cc1
16	-0.34	-0.27	O=C1CC(C(=O)Nc2ccc(Cl)cc2[N+](=O)[O-])C2(CCCCC2)O1 (stereo not given)
0	nt	nt	COc1ccc(OC)c(-n2c(C)cc(C=O)c2C)c1
19	-0.04	-0.83	O=C(COC(=O)/C=C/C(=O)OCC(=O)NC12CC3CC(CC(C3)C1)C2)NC12CC3CC(CC(C3)C1)C2
nt	-2.1	-1.3	CC(NC(=O)COC(=O)CCNC(=O)c1ccco1)C12CC3CC(CC(C3)C1)C2 (stereo not given)
-11	-0.68	0.18	O=C(O)CCn1ccnc1-c1ccccc1
-12	-0.42	0.28	COCCNC(=O)CSc1nc(N)c(NC(=O)c2ccccc2F)c(=O)[nH]1
-74	0.81	0.68	CCOc1ccc(CN2CCC(C(=O)N3CCN(c4ccccc4F)CC3)CC2)cc1OC
15	1.2	0.26	CCOc1cccc(C(=O)NC(=S)Nc2ccc(N3CCCC3)cc2)c1
50	nt	nt	CC1=NN(CCC#N)C(=O)/C1=C/c1ccc(N(C)C)cc1
-21	0.37	0.41	Cc1ccc(NC(=O)CCSc2nc(C)cc(C)n2)cc1
-36	nt	nt	CCOC(=O)c1nnn(-c2nonc2N)c1-c1ccc(Br)cc1
nt	0.82	0.62	CNCCCOc1ccc(C(C)(C)c2ccccc2)cc1
nt	-0.14	-0.58	CC(=O)Oc1ccccc1C1=NN(C(=O)/C=C/c2ccccc2)C(c2ccccc2)C1 (stereo not given)
50	-0.13	0.63	COc1ccc(CCNC(=O)CCn2c(=O)[nH]c3cc(OC)c(OC)cc3c2=O)cc1OC
35	-0.01	0.65	O=C1CCC(C(=O)OCC(=O)C23CC4CC(CC(C4)C2)C3)N1 (stereo not given)
-130	-0.31	-0.39	NC1C2CN(c3nc4c(cc3F)c(=O)c(C(=O)O)cn4-c3ccc(F)cc3F)CC12 (stereo not given)
-24	-0.17	-0.03	O=C(c1ccc(C(F)(F)F)cc1)N1CCC(=O)N(C(COCc2ccccc2)Cc2ccccc2)CC1 (stereo not given)
-450	0.15	-0.33	Cc1ccc(CNn2cnnc2SCc2ccc(F)cc2)cc1
nt	-0.26	-0.92	O=C(c1ccco1)N(CCC(c1ccccc1)c1ccco1)Cc1ccc(F)cc1 (stereo not given)
20	nt	nt	CCc1ccc(NC(=O)CSc2nc3ccccc3c(=O)n2CCCN2CCC(C)CC2)cc1
-4	-0.4	-0.4	O=P(OCC1CC1)(c1ccccc1)c1ccccc1
nt	0.78	0.15	Nc1c(C(=O)NCCc2ccc(Cl)cc2)sc2ccc(S(=O)(=O)N3CCCCC3)cc12
21	0.15	-0.54	COc1ccc(CN(C(=O)c2ccco2)c2ccccc2)cc1
-23	-0.38	1	O=C1[C@@H]2C(Cc3ccc(O)cc3)NC3(C(=O)Nc4ccc(F)cc43)[C@@H]2C(=O)N1c1ccccc1 (stereo not given in full)
56	2.4	1.4	Cc1cccnc1NC(=O)c1cc2c(=O)oc3ccccc3c2s1
-444	-0.01	0.36	CCCC(=O)Nc1ccc(N2CCN(C(=O)c3ccccc3C)CC2)cc1
nt	1.7	1.6	O=C1CSCC(=O)N1c1ccccc1
nt	0.13	0.27	Cc1nnc(SCc2ccccc2)n1N
-8	nt	nt	COc1ccc(S(=O)(=O)N2CCC(C(=O)Nc3ccc(OC)c(OC)c3)CC2)cc1C
nt	-0.6	0.25	Nc1nnc(SCC(=O)OCc2ccc(F)cc2)s1
20	0.73	0.75	NC(=O)C[C@@H]1N[C@]2(C(=O)Nc3ccccc32)[C@@H]2C(=O)N(C3CCCCC3)C(=O)[C@H]12
nt	-0.07	0.26	O=C(CSc1nn(-c2ccccc2)c(=S)s1)Nn1cnnc1
37	0.11	-0.74	CC(c1nc2ccccc2c(=O)[nH]1)N(C)c1ccc2ccccc2c1 (stereo not given)
nt	0.72	0.65	O=C1Nc2cc(C(=O)N3CCN(Cc4ccccc4)CC3)ccc2SC1N1CCOCC1 (stereo not given)
20	-0.32	-1.3	COc1ccc(N2C(=O)CSC23CCC(C(C)(C)C)CC3)cc1 (stereo not given)
0	0.47	-0.12	Cc1cccc(NC(=S)NCC23C=CC(O2)C2C(=O)N(c4ccc(Cl)cc4)C(=O)C23)c1 (stereo not given)
-21	nt	nt	CC(=O)c1cc(C#N)c(NCc2ccccc2)nc1C
0	-0.92	-0.39	COc1ccc(OCCCn2c(=O)oc3ccccc32)cc1
-42	-0.87	-0.72	CC1(C)SC(=S)N(Cc2ccc3c(c2)OCO3)C1N(O)C(=O)NC1CCCCC1 (stereo not given)
i	0.44	0.74	COc1ccc(-c2cc(O)cc(O)c2)cc1
27	-0.18	0.35	Cc1ccc(CCN2CC(C(=O)NCc3ccco3)CC2=O)cc1 (stereo not given)
3	-0.58	0.54	CC1(C)COC(c2cc([N+](=O)[O-])ccc2Cl)=N1
11	nt	nt	CN(C)C(CN=C1NS(=O)(=O)c2ccccc21)c1ccco1 (stereo not given)
-108	0.87	1	Cc1oc(-c2cccs2)nc1CS(=O)CC(=O)NCCCOC(C)C (stereo not given)
nt	-0.29	-0.02	COc1ccc(Cc2nnc(SCC(=O)NCC3CCCO3)o2)cc1 (stereo not given)
nt	-0.9	-0.08	O=C(NCc1cccc(C(F)(F)F)c1)C1CCCN(c2ncccn2)C1 (stereo not given)
32	-0.02	-0.1	O=C(COC(=O)C1CC1)Nc1ccccc1Sc1ccccc1
-38	-0.32	-0.72	COc1ccc(NC(=S)NC(NC(=O)c2cccc(Cl)c2)C(Cl)(Cl)Cl)c([N+](=O)[O-])c1 (stereo not given)
14	-0.66	-1.3	O=C(c1ccccc1)C(Cn1cncn1)C(Sc1ccccc1)c1ccccc1 (stereo not given)
-24	0.32	0.59	CCOc1ccc2[nH]c(=O)c(CN(CCO)C(=O)CC)cc2c1
-8	-0.24	-0.56	COc1ccc(C2N(c3ccc(OC)cc3)C(=S)N3CCCN23)cc1 (stereo not given)
-73	nt	nt	O=C(N/C(=C\c1ccc(F)cc1)C(=O)N1CCCCCC1)c1ccccc1
nt	0.01	1.1	CCC(C)NC(=O)c1ccc([N+](=O)[O-])c(Cl)c1 (stereo not given)
6	-0.06	0.08	COc1ccc(NC(=O)c2ccc3c(c2)OCO3)cc1Cl
4	1.1	-0.41	C=CCNC(=O)/C(C#N)=C/c1cn(-c2ccccc2)nc1-c1ccc(OC)c([N+](=O)[O-])c1
0	-0.2	0.41	CCn1cc(C(=O)NC(C)C2CC3CCC2C3)cn1 (stereo not given)
35	nt	nt	CCOc1cc(NC(=S)NCCCN2CCOCC2)c(OCC)cc1NC(=O)c1ccccc1C
